HP1b binding inh: inhibitors of HP1-beta chromodomain binding to methylated histone tails. P83916. AlphaScreen HP1-beta / biotin-H3K9me3 peptide binding. Potency, µM (titrated, usually from 114 µM), inactives show at the top dose activity change, negative = inhibition, most hits filed as inhibitors. 390,000 tested, 0.56% active; further: potency means the concentration at half of the fitted maximal effect; nearly all actives have a fitted effect of over 70% in size; inactives centre near 23
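HP1-beta protein (50 nM final) preincubated 30 min at room temperature with biotinylated H3(1-18)K9me3 peptide (50 nM) in PBS pH 7.4, 0.01% Tween-20, then compound added for 30 min. AlphaScreen streptavidin donor/nickel chelate acceptor beads (10 ug/mL final), 30 min dark, luminescence read.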
12-LOX inh: blocks human arachidonate 12S-lipoxygenase; P18054; purified 12hLO, xylenol orange hydroperoxide absorbance; Potency, µM (series often up to 108 µM), for inactives: top-dose activity change, negative = inhibition, most hits filed as inhibitors; 580,000 tested, 1.1% active; AID 1671190; further: potency means the concentration at half of the fitted maximal effect; on the % scale 0 is the no-effect control and ±100 the full control effect
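Purified human 12hLO at 150 nM in 25 mM Hepes, 0.01% Triton X-100, pH 7.0, preincubated 15 min at room temperature with compound. Reaction started with 40 uM arachidonic acid, 30 min at room temperature. Hydroperoxide measured by Fe-xylenol orange, 573/405 nm absorbance ratio.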
BAZ2B inh: blocks human BAZ2B | Q9UIF8 | AlphaScreen BAZ2B-H3K14Ac peptide displacement | Potency, µM (top dose mostly 114 µM), inactives show at the highest dose activity change, negative = inhibition, usual class: inhibitors | 360,000 tested, 4.4% active | AID 504333; further: potency means the concentration at half of the fitted maximal effect; on the % scale 0 is the no-effect control and ±100 the full control effect; nearly all actives have a fitted effect of over 60% in size
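Compounds, titrated to a top concentration of 110 uM, were incubated 30 min at room temperature with preformed BAZ2B/acetyl-K14 H3 peptide complex (50 nM each). Proximity signal was measured by AlphaScreen after 20 min with beads.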
ERG Ets-DNA blk: blocks human ERG Ets domain binding to DNA | 370,000 tested, 0.028% active | P11308 | fluorescence polarization, His-ERG Ets domain / labelled DNA | Potency, µM (titrated, usually from 76.9 µM), for the others: top-dose FP activity, negative = inhibition, most hits filed as inhibitors; active means well fitted inhibition curve with a large enough effect in the polarisation, with a control signal flat; inconclusive means small, poorly fitted or top-dose-only effect, or effect the other way, or a change in a side signal; inactive means no such curve, though single readings can be large or run the other way; the % refers to the polarisation;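 further: polarization taken with two DNA probes labelled with fluorescein and Texas red; potency means the concentration at half of the fitted maximal effect; % of control where 0% means no effect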
Target sequence (P11308 whole entry, looked up, the tested form may be a part): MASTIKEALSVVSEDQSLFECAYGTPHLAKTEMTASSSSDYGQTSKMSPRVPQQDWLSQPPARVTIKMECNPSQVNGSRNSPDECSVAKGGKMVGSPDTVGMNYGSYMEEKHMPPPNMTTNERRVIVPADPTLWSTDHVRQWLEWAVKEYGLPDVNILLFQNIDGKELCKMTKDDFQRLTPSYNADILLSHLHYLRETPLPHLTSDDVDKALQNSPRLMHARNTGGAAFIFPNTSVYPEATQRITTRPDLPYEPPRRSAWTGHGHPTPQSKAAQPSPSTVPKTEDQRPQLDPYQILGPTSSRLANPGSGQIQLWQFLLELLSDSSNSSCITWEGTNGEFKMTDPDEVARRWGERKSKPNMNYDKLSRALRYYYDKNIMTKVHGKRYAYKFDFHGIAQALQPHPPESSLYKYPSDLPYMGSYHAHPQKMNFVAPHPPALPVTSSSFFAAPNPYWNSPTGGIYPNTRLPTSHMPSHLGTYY
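His-tagged ERG Ets domain (1 uM in the protein solution; 300mM KCl, 50mM Tris-HCl, 1mM EDTA, 1mM DTT, pH 7.5) received compound, then a probe mix of 5 nM fluorescein-DNA and 100nM Texas-615-DNA. Fluorescence polarization was read for both dyes.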
JMJD2A Tudor: blocks the human JMJD2A Tudor domain. AlphaScreen JMJD2A-Tudor / H3K4me3 peptide binding. Potency, µM (highest dose often 114 µM), for inactives: at the highest dose activity change, negative = inhibition, most hits filed as inhibitors. 390,000 tested, 4.4% active; further: potency means the concentration at half of the fitted maximal effect; on the % scale 0 is the no-effect control and ±100 the full control effect; nearly all actives have a fitted effect of over 50% in size
GLS inhibitor: glutaminase GLS (human) inhibition; O94925; GLS enzymatic activity, qHTS titration; Potency, µM (titrated, usually from 45.5 µM), inactives show at the highest dose activity change, negative = inhibition, usual class: inhibitors; 410,000 tested, 0.21% active; AID 624170; further: potency means the concentration at half of the fitted maximal effect; on the % scale 0 is the no-effect control and ±100 the full control effect
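Compounds were pin-transferred onto hKGA, after which L-glutamine (1 mM solution) and a detection mix of glutamate oxidase, HRP and Amplex Red were added. Initial and 30 min RT fluorescence reads were collected.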
PI4K2A inh: blocks human PI4K2A kinase activity. 420,000 tested, 0.13% active. activity change, negative = inhibition, % at 76.9 µM. purified PI4K2A, ADP-Glo luminescence, 1 h; stronger effect = lower value. Q9BTU6; in the data active means activity change below about -50%; inconclusive means mostly about -30% to -49%;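 further: -100% = wells without enzyme as full effect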
Target sequence (Q9BTU6 whole entry, looked up): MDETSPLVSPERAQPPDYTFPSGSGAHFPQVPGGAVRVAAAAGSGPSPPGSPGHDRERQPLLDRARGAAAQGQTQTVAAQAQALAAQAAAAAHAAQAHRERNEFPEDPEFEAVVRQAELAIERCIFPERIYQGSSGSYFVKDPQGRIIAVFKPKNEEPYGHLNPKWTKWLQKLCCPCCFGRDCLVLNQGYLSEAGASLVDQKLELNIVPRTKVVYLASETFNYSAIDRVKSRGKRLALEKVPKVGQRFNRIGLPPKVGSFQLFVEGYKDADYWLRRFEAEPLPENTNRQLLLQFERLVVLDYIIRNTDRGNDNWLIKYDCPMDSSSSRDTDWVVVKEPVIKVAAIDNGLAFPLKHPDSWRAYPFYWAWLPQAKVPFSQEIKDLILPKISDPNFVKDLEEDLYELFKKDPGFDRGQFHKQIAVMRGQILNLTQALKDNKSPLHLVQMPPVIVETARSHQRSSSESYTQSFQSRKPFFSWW
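Compounds are screened against recombinant PI4K2A using PI as substrate and ATP, the latter dispensed at 300 microM. Reactions run one hour at ambient temperature before ADP-Glo detection; full inhibition defined by wells lacking enzyme.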
RGS4 inh: blocks human RGS4-accelerated GTP hydrolysis | P49798 | Transcreener GDP fluorescence polarization, RGS4-accelerated GTP hydrolysis | Potency, µM (series often up to 114 µM), without a hit: at the top dose activity change, negative = inhibition, usual class: inhibitors | 390,000 tested, 0.039% active; further: potency means the concentration at half of the fitted maximal effect; on the % scale 0 is the no-effect control and ±100 the full control effect; nearly all actives have a fitted effect of over 75% in size; some results filed as inactive show a strong effect at the top dose
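MLSMR compounds (23 nl, pin-transferred) preincubated 10 min at room temperature with a 500nM (2x) first reagent, then RGS4 at 900nM (2x) plus Transcreener GDP mix added; fluorescence polarization (620/688 nm) read before and after 90 min at 30 °C.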
G9a block: G9a (human) methyltransferase inhibition; Q96KQ7; G9a H3K9 monomethylation, AlphaScreen, 2 h; Potency, µM (series often up to 102 µM), inactives show at the highest dose activity, negative = inhibition, usual class: inhibitors; 350,000 tested, 8.8% active; further: potency means the concentration at half of the fitted maximal effect; on the % scale 0 is the no-effect control and ±100 the full control effect; nearly all actives have a fitted effect of over 75% in size
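AlphaScreen read-out: biotin-H3K9 peptide (500 nM) methylation by 20 nM enzyme with 20 uM SAM, 2 h at room temperature after 15 min compound preincubation; anti-monomethyl H3K9 antibody plus donor/acceptor beads, 10 min dark.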
* marks the source's active call; other numbers are inactive results; ? = inconclusive; . = not tested or not shown; & = joins results of further samples; [ ] = dose if it differs, or a comment. Unless noted, the call rests on the fitted dose curve; in most records, active means well fitted curve in the direction sought with a large enough effect; inconclusive means small, poorly fitted or top-dose-only effect, or another doubt; inactive means no such curve, though single readings can be large; an effect the other way counts as inactive or inconclusive. Only part of the results is shown; count on the stated rates, not on these rows.

no.	SMILES	HP1b binding inh	12-LOX inh	BAZ2B inh	ERG Ets-DNA blk	JMJD2A Tudor	GLS inhibitor	PI4K2A inh	RGS4 inh	G9a block
1	COC1CCCN(C(=O)c2ccc3oc(Cc4ccc(Cl)cc4)nc3c2)C1 (stereo unspecified)	32.7%	268.8%[activator]	-14.4%	-5.6%	-20.7%	2.2%	-2.8	-22.8%	35.8%
2	Cc1ccc(OCCNC(=O)c2cc(=O)[nH]c3ccccc23)cc1	36.9%	15.4%	-0.7%	-0.1%	-2.7%	3.0%	-3.6	-8.4%	-0.5%
3	OC(COc1ccccc1Cl)CN1CCN(CC(O)COc2ccccc2Cl)CC1 (stereo unspecified)	-23.0%	?	-32.2%	0.1%	-14.2%	14.3%	-15.2	33.5%	-44.7%[59 µM]
4	C=CC[C@@H](CC(=O)N[C@H](CO)Cc1ccccc1)C(=O)N[C@H](COC(=O)[C@@H](CC=C)Cc1ccc(F)cc1)Cc1ccccc1	19.9%	?	.	9.3%	-26.8%	-2.2%	3.8	-5.4%	.
5	COCCN1C(=O)c2oc3c(C)cc(C)cc3c(=O)c2C1c1cccc(O)c1 (stereo unspecified)	36.1%	0.0%	-8.4%	2.1%	-8.3%	7.6%	0.7	8.1%	?
6	COc1ccccc1CC(=O)NCCc1ccccc1	21.3%	-18.1%	-12.3%	5.4%	-10.3%	-2.4%	1.0	19.5%	-11.8%
7	C=CCNc1nc(C(=O)OCC(=O)NCc2ccccc2OC)cs1	4.1%	10.7%&6.6%	2.0%	0.3%	-13.8%	5.8%	4.3	-9.7%	10.4%[59 µM]
8	CC(c1ccon1)N(C)C(=O)c1ccc2nc(Cc3cccc(Cl)c3)oc2c1 (stereo unspecified)	25.8%	1.4%	-7.0%	12.0%	-5.6%	5.1%	-7.0	22.4%	10.0%
9	O=[N+]([O-])c1cccc(/C=N\N2CCN(c3ccc(Cl)cc3)CC2)c1	21.4%	31.8%[activator]	-6.8%	11.6%	-10.8%	-13.7%	4.6	-44.2%	?
10	COC(=O)Cc1c(C)c2ccc(OCC(=O)N3CCC(C)CC3)c(C)c2oc1=O	14.8%	-1.8%	-15.4%	-17.0%	-8.3%	-0.2%	3.9	7.0%	19.8%
11	CCOc1ccc(S(=O)(=O)N2CCOCC2)cc1NC(=O)CN1C(=O)NC(CC)(c2ccccc2)C1=O (stereo unspecified)	37.0%	405.3%[activator]	-16.1%	5.1%	-12.2%	0.4%	-1.9	-34.9%	2.4%
12	COc1ccc(C(=O)Nc2nc3ccc4nc(C)sc4c3s2)cc1	86.0%[activator]	-14.2%	3.9%	10.0%	?	-0.4%	-3.7	-28.8%	16.4%[59 µM]
13	O=C(CSc1nccn1-c1ccccc1)N1CCc2ccccc21	-12.3%	0.0%	?	-0.4%	-19.0%	-1.9%	-0.4	-21.2%	?
14	CC1(C)Cc2nc3nc(SCC(=O)NCCc4ccccc4)n(-c4ccccc4)c(=O)c3cc2CO1	20.6%	-17.7%	3.0%[57.1 µM]	-1.4%	-0.7%	1.8%	-1.2	47.6%	18.9%[12.7 µM]
15	Cc1nc(N2CCOCC2)c2c(C)c(C(=O)Nc3ccccc3Cl)sc2n1	46.5%[activator]	-0.7%	1.3%	5.4%	2.8%	-3.7%	0.2	-15.9%	-5.1%
16	CC(C)N(CCCNC(=O)C1CCN(S(=O)(=O)N2CCOCC2)CC1)Cc1ccccc1	19.1%	3.0%	9.4%	2.5%	-6.4%	-4.4%	2.4	1.3%	1.8%
17	Cc1ccc(-c2nc(NCc3ccc(F)cc3)n(S(C)(=O)=O)n2)cc1	37.4%	?	0.2%	0.5%	-13.0%	2.5%	-4.8	-11.9%	2.2%
18	COc1ccc(OC)c(Cc2nnc(CCC(=O)NCc3nc4ccccc4s3)o2)c1	35.7%[57 µM]	-10.0%	-26.6%	0.0%	-4.1%	4.8%	4.5	-10.1%	.
19	CCOC(=O)N1CCC(N2CC34C=CC(O3)C(C(=O)Nc3ccc(F)cc3)C4C2=O)CC1 (stereo unspecified)	53.7%[activator]	.	-2.2%	7.6%	-14.8%	0.0%	-3.4	-18.2%	20.0%
20	CCOC(=O)c1cccc(NC(=O)c2c(NCc3ccccc3)[nH]c(=O)[nH]c2=O)c1	16.5%	-16.7%	.	-2.6%	-18.8%	14.9%	-0.6	18.8%	.
21	O=C(CNC(=O)c1ccc(Br)o1)NCc1ccccc1Cl	24.3%	385.3%[activator]	-21.8%	-1.7%	-16.0%	-1.5%	-0.1	15.0%	17.3%
22	CCOC(=O)CCc1c(C)c2ccc(OCc3nn[nH]n3)c(C)c2oc1=O	14.9%	-12.3%	-1.5%	2.2%	-19.7%	0.7%	3.3	26.8%	50.1µM*
23	CCOc1cc(N2CCOCC2)c(OCC)cc1NC(=O)COC(=O)[C@H](Cc1c[nH]c2ccccc12)NC(C)=O	-10.1%	42.7%[activator]	-13.5%	-6.0%	-18.8%	10.1%	-8.8	-14.9%	-12.3%[59 µM]
24	CCc1ccccc1NC(=O)Cn1nnc(-c2nc(-c3ccc(C)cc3)no2)c1N	23.3%	-0.3%	-8.0%	-0.1%	0.0%	-7.3%	0.7	18.0%	-10.3%[59 µM]
25	CCC1(c2ccc(F)cc2)NC(=O)N(CC(=O)Nc2cc(C)on2)C1=O (stereo unspecified)	31.3%	-16.8%	8.8%	-11.2%	-1.4%	-0.1%	4.3	7.1%	0.2%[59 µM]

Overlap with the part before: 3 compounds, followed by the next part.
no.	SMILES	HP1b binding inh	12-LOX inh	BAZ2B inh	ERG Ets-DNA blk	JMJD2A Tudor	GLS inhibitor	PI4K2A inh	RGS4 inh	G9a block
23	CCOc1cc(N2CCOCC2)c(OCC)cc1NC(=O)COC(=O)[C@H](Cc1c[nH]c2ccccc12)NC(C)=O	-10.1%	42.7%[activator]	-13.5%	-6.0%	-18.8%	10.1%	-8.8	-14.9%	-12.3%[59 µM]
24	CCc1ccccc1NC(=O)Cn1nnc(-c2nc(-c3ccc(C)cc3)no2)c1N	23.3%	-0.3%	-8.0%	-0.1%	0.0%	-7.3%	0.7	18.0%	-10.3%[59 µM]
25	CCC1(c2ccc(F)cc2)NC(=O)N(CC(=O)Nc2cc(C)on2)C1=O (stereo unspecified)	31.3%	-16.8%	8.8%	-11.2%	-1.4%	-0.1%	4.3	7.1%	0.2%[59 µM]
26	CN(C)c1cc[n+](CC(=O)Nc2cccc([N+](=O)[O-])c2)cc1	22.4%	-0.8%	11.8%	2.9%	-12.2%	0.6%	4.0	15.6%	27.4%
27	COc1ccc(-c2nnc(SCC(=O)N3CCOCC3)o2)cc1	18.1%	0.0%	.	6.6%	-5.8%	13.6%	-3.0	12.2%	-9.4%[59 µM]
28	COc1cccc(CNC(=O)CCC2CCCN(C(=O)c3ccc(C)nc3)C2)c1 (stereo unspecified)	38.0%	6.5%	-6.1%	9.8%	-7.5%	-2.0%	3.3	0.6%	-26.0%
29	CC(=O)c1ccc(OCC(=O)NCC2(N3CCCCC3)CCCCC2)cc1	12.7%	-2.6%	-1.4%	-6.2%	-15.0%	8.5%	-2.2	-1.9%	-10.2%
30	Cc1cc(S(=O)(=O)N2CCC3(CC2)OCCN3S(=O)(=O)c2cccs2)ccc1F	37.2%	.	-6.6%	0.3%	-4.8%	-6.9%	-2.6	-7.7%	2.0%
31	c1ccc2nc(N3CCOCC3)c(N3CCCC3)nc2c1	129.6%[activator]	?	.	7.9%	51.4%[activator]	-2.2%	-3.1	8.1%	.
32	CCOCc1c(C(=O)NCc2ccccc2CN2CCCC2)oc2ccccc12	39.9%[activator]	14.5%	0.1%	-6.1%	-2.0%	-6.8%	1.3	-10.8%	4.3%[12.7 µM]
33	O=C(/C=C/c1ccccc1)NCCS(=O)(=O)N1CCN(c2ccccc2F)CC1	32.5%	1.7%	11.2%	10.3%	-9.6%	3.4%	-7.7	20.2%	20.0%[0.501 µM]
34	CC1(C)CC(NC(=O)CC(c2ccccc2)c2ccccc2)CC(C)(C)N1	3.2%	0.0%	-2.9%	1.0%	-19.8%	-8.1%	-2.8	2.9%	5.2%[59 µM]
35	N#Cc1nc(-c2ccc(COc3ccc(Cl)cc3)o2)oc1N1CCC(C(N)=O)CC1	11.9%	-8.4%	?	-1.5%	-21.9%	-2.5%	2.5	-15.2%	8.91µM*
36	CN1CCN(CC(O)COC(c2ccc(Cl)cc2)c2ccc(Cl)cc2)CC1 (stereo unspecified)	1.3%	?	-38.6%	1.6%	-26.4%	0.6%	1.8	-9.5%	?
37	Cc1ccc(C(=O)/C=C/c2ccc(-c3ccccc3[N+](=O)[O-])o2)cc1	?	-6.2%	25.1µM*	.	?	-0.4%	-0.5	-21.0%	25.1µM*
38	COc1cccc(OC)c1C(=O)Nc1cccc(-c2nc3cc(C)cc(C)c3o2)c1	17.1%	-19.3%	-21.2%	3.6%	-17.5%	-0.3%	-1.8	-13.7%	-11.9%[59 µM]
39	COCCNC(=O)c1ccc(NC(=O)C2(c3ccccc3)CCCC2)cc1	-3.3%	1.6%	-19.4%	-1.5%	-11.7%	-0.2%	7.6	-6.0%	5.8%
40	O=C(COC(=O)C1CCN(c2ccc(C(F)(F)F)cn2)CC1)Nc1cc(F)ccc1F	80.4%[activator]	-14.5%	6.3%	11.3%	0.0%	0.4%	-1.5	-11.4%	?

Screens as filed in PubChem.
